CHT PAM: human CHT allosteric activation; B-score at 10 µM; Q9GZV3; 0.49% of 310,000 active; CHT-expressing cells, membrane potential dye, choline EC20; active compounds read high; LV-AA mutant CHT in HEK293 cells;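 active = initial fluorescence not abnormally high and integrated response B-score, plate-corrected, over 3 SD above library mean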
Target sequence (Q9GZV3 whole entry, looked up): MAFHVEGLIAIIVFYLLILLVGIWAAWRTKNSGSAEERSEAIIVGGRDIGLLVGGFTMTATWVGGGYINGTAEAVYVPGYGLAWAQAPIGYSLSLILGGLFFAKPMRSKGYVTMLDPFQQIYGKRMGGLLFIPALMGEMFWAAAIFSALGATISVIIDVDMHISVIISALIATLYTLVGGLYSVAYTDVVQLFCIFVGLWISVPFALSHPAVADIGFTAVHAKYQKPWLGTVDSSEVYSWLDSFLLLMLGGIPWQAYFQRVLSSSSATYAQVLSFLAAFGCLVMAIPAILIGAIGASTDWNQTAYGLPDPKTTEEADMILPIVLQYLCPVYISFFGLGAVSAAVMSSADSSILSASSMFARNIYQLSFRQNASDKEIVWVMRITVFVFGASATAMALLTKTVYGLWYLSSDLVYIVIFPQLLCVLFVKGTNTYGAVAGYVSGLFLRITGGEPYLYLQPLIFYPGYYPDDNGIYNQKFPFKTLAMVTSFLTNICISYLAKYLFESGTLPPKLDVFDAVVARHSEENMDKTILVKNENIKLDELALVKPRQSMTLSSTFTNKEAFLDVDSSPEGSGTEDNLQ
OX1R antagonist: antagonists of human orexin 1 receptor. O43613. inhibition, % at 5 µM. CHO/OX1R cells, Fluo-8 calcium fluorescence, orexin A. 0.43% of 330,000 active;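 active = inhibition above its plate's threshold, mean inhibition of all tested compounds on the plate plus 3 SD, cut at about 37% in these data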;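 note: 0% = orexin A challenge wells and 100% = SB-334867-A antagonist wells; not every result past the cut was called active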
Target sequence (O43613 whole entry, looked up): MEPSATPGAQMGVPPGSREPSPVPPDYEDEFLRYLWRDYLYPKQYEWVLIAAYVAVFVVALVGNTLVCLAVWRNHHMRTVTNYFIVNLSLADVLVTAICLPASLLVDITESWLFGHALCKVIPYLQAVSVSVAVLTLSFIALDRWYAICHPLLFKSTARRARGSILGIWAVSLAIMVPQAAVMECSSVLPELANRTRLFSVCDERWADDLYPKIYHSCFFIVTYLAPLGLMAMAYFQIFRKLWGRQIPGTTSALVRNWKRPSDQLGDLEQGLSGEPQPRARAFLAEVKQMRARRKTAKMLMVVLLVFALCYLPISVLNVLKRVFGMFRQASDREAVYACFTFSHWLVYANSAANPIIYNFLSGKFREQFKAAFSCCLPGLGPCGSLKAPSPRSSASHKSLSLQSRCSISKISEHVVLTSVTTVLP
* marks the source's active call; other numbers are inactive results; i = inactive; . = no result given.

Each structure is followed by: OX1R antagonist, CHT PAM
[1] COc1ccccc1C1=Nn2c(nnc2C2CCCCC2)SC1
  -7, i
[2] Cc1cc(C)cc(N=C2NC(=O)/C(=C/c3cccs3)S2)c1
  -32, i
[3] C[C@]12C=CC(=O)C=C1CC[C@@H]1C2[C@@H](O)C[C@@]2(C)C1CC[C@]2(O)C(=O)COC(=O)CCC(=O)O (stereo partly drawn)
  -16, i
[4] CN(Cc1ccccc1)S(=O)(=O)c1ccc(Cl)c(C(=O)OCC(=O)NC2CCS(=O)(=O)C2)c1 (stereo not drawn)
  -16, .
[5] Cc1nnc2c(Oc3ccccc3)nc3ccccc3n12
  -8, i
[6] CCCn1nnnc1SCC(=O)N1CCCC1
  0, i
[7] Cc1nn(C(C)C(=O)NNC(=S)Nc2ccc(F)cc2)c(C)c1[N+](=O)[O-] (stereo not drawn)
  -9, i
[8] CCOc1ccccc1C1NC(=O)NC(C)=C1C(=O)OC1CCCC1C (stereo not drawn)
  -20, i
[9] COc1ccccc1NS(=O)(=O)c1cc(NC(=O)CNC(=O)c2ccccc2)ccc1C
  9, i
[10] CCC(C)[C@H](NC(=O)NCc1cccs1)C(=O)O (stereo partly drawn)
  -2, i
[11] CC1CCN(C(=O)COC(=O)C2CCN(S(=O)(=O)c3ccc4c(c3)OCCO4)CC2)CC1
  -15, i
[12] Cn1c(CCNC(=O)c2ccc(Cl)c(Cl)c2)nnc1SCc1ccc(Cl)c(Cl)c1
  -20, i
[13] O=C(CNC(=O)c1ccco1)NNC(=O)c1cccc(Cl)c1
  -9, .
[14] O=S(=O)(Nc1ncnc2c1oc1ccccc12)c1ccc(Cl)s1
  1, i
[15] COc1ccccc1NC(=O)c1sc2ncn(Cc3cccc(C)c3)c(=O)c2c1C
  -26, i
[16] CCOC(=O)/C=C1\NC(C)(C)Cc2cc(OC)c(OC)cc21
  -6, i
[17] CC(=O)Nc1ccc(N(C(=O)c2ccco2)C(C(=O)NC2CCCCC2)c2ccccc2)cc1 (stereo not drawn)
  -9, i
[18] CC(=O)Nc1cccc(Oc2nc(C)cc(C)c2C#N)c1
  0, i
[19] CCOc1ccc(C(=O)OCc2nnc(-c3cccs3)o2)cc1OC
  -11, i
[20] COc1ccc(-n2ncc3c2CC(C)(C)CC3NC(=O)CSc2ccccn2)cc1 (stereo not drawn)
  -24, i

Down the list, from the results shown.
Compounds 10–19 in CHT PAM: i, i, i, ., i, i, i, i, i, i
Compounds 10–19 in OX1R antagonist: -2, -15, -20, -9, 1, -26, -6, -9, 0, -11

Additional entries.
Each structure is followed by: OX1R antagonist, CHT PAM
[21] Cc1ccc(-n2ncc(N(C)C)c(Cl)c2=O)cc1
  2, i
[22] O=C(O)c1ccc(N/N=C/c2cccc(F)c2)cc1
  -1, i
[23] COc1ccc(NS(=O)(=O)c2ccc(S(=O)(=O)N(C)C)cc2)cc1S(N)(=O)=O
  -3, i
[24] Cc1ccc(NC(=O)CN(C)C(C)C(=O)N2CC(C)CC(C)C2)cc1 (stereo not drawn)
  -24, .
[25] CCNC(=S)N/N=C/c1ccc(OCCOc2ccccc2C)cc1
  -6, i
[26] COc1ccc(C(=O)NC2CCCCCCC2)cc1OC
  -6, i
[27] COc1ccccc1NC(=O)CN(Cc1ccco1)C(=O)c1ccc(=O)[nH]c1
  -6, i
[28] COC(=O)c1c(C(=O)OC)c(-c2ccc(F)cc2)n2c1CS(=O)(=O)C2
  -28, i
[29] COc1ccccc1NC(=O)NC1(C(=O)N2CCOCC2)CCCCC1
  -16, i
[30] S=c1[nH]nc(-c2ccc3ccccc3n2)n1Cc1ccccc1
  -21, i
[31] COc1ccc(C(C)=O)cc1CSc1nc2cc(Cl)ccc2o1
  -6, i
[32] CCNc1nc2c(c(=O)[nH]c(=O)n2C)n1CCCc1ccccc1
  26, i
[33] Cc1cc(C)c(NC2=NCC(=O)N2C2CCCCC2)c(C)c1
  -12, i
[34] Nc1nnc(CC(=O)N/N=C/c2ccccc2OCc2ccccc2F)s1
  -5, i
[35] Cc1cccc(NC(=O)CSc2nnc(CNC(=O)c3ccco3)o2)c1C
  -19, i
[36] Cc1nc(-c2cccc(N)c2)cs1
  -20, i
[37] O=C(NCCCc1ccccc1)Nc1ccccc1
  -3, i
[38] COc1cc(CN(C(=O)c2cccs2)C2CCS(=O)(=O)C2)cc(OC)c1OC (stereo not drawn)
  -14, i
[39] O=C(CCc1ccc(S(=O)(=O)N2CCOCC2)cc1)NCCc1ccccn1
  -15, i
[40] COc1cc(-c2nc3ccc(C)cn3c2NCc2ccccc2)ccc1-c1cccc(Cl)c1
  -6, .
[41] CCC(=O)Nc1nnc(S(=O)(=O)N2CCCc3ccccc32)s1
  -24, i
[42] Cc1cc(F)ccc1S(=O)(=O)NCC1CC2CCC1C2 (stereo not drawn)
  1, i
[43] O=C(COc1ccc(Cl)cc1Cl)Nc1ccc(C(=O)Nc2ccccc2C(=O)O)cc1
  3, i
[44] COc1cc2c(cc1OC)C(C(=O)Nc1ccccn1)C(c1cccnc1)N(C)C2=O (stereo not drawn)
  -9, i
[45] COC(=O)C1=C(N)N(c2ccc(F)cc2)C2=C(C(=O)CCC2)C1c1ccc2c(c1)OCO2 (stereo not drawn)
  -44, i
[46] O=C(CSCC(=O)N1CCOCC1)Nc1nc(-c2ccccc2)cs1
  -3, i
[47] Cn1cnc(S(=O)(=O)NC2CCN(Cc3c(F)cccc3Cl)CC2)c1
  -12, i
[48] COC(=O)c1ccc(Oc2nc(C)cc(Oc3ccccc3)n2)cc1
  -17, i
[49] Nc1nc(Nc2cccc(Cl)c2)nc(NCCO)c1[N+](=O)[O-]
  -49, i
[50] O=C1/C(=N\S(=O)(=O)c2cccs2)C([n+]2ccccc2)=C([O-])c2ccccc21
  -8, i
[51] C/C(Cl)=C/Cc1c(C)[nH]c2ccc(C)cc2c1=O
  -24, i
[52] CN(C)S(=O)(=O)c1ccc2c(c1)/C(=C/c1cc3c([nH]1)CCCC3)C(=O)N2
  29, i
[53] COc1cccc(/C=C/C(=O)OCC(=O)NCCc2ccccc2)c1
  -29, i
[54] Cc1noc(C)c1S(=O)(=O)N(CC(=O)NCCc1ccccc1)c1ccc(C(C)C)cc1
  -33, i
[55] N#CC1=C2N=C(N)c3ccccc3N2C2=C(C(=O)CCC2)C1c1ccc(Cl)cc1 (stereo not drawn)
  -13, i
[56] O=C(Nc1cccc(F)c1)Nc1ccnn1C1CCN(C(=O)c2ccccn2)CC1
  -1, i
[57] Cc1ccc(C(=O)NCC(=O)OCC(=O)Nc2cc(S(=O)(=O)N3CCOCC3)ccc2C)cc1
  -18, i
[58] COc1cc(/C=N/Nc2nc(Nc3ccccc3)nc(N3CCOCC3)n2)ccc1OC(=O)c1ccco1
  -35, i
[59] CC(=O)[C@@]1(O)CCC2C3C=CC4=CC(=O)CC[C@]4(C)C3CC[C@@]21C (stereo partly drawn)
  10, .
[60] O=C(NNC(=O)c1ccccc1OCc1ccccc1)c1ccccc1F
  -26, i

Continued, overlapping the part above by 2 compounds.
Each structure is followed by: OX1R antagonist, CHT PAM
[59] CC(=O)[C@@]1(O)CCC2C3C=CC4=CC(=O)CC[C@]4(C)C3CC[C@@]21C (stereo partly drawn)
  10, .
[60] O=C(NNC(=O)c1ccccc1OCc1ccccc1)c1ccccc1F
  -26, i
[61] CCOc1ccc(NC(=S)Nc2cccnc2)cc1
  0, i
[62] CCOC(=O)c1cc2c(ccn2-c2ccc(F)cc2)n1CC(=O)N1CCN(C(=O)c2ccco2)CC1
  -34, i
[63] CCOC(=O)c1ccc(NC(=O)C2(c3ccccc3)CCCC2)cc1
  -27, i
[64] COc1ccc(C(=O)NCc2csc(C)n2)cc1OC1CCN(C(C)=O)CC1
  -3, i
[65] CCONC(=O)Nc1ccccc1
  9, i
[66] COc1ccc(S(=O)(=O)N2CCCC(C(=O)O)C2)cc1Cl (stereo not drawn)
  -8, i
[67] COC(=O)C1=C(C)NC(=O)/C1=C\c1cc(C)n(-c2ccc(F)cc2)c1C
  -25, i
[68] CCc1ccc2[nH]c(=O)c(CN(Cc3nnnn3C3CCCC3)C3CCCCC3)cc2c1
  -53, i
[69] CC(C)c1ccc(NC(=O)/C(C#N)=C/c2ccncc2)cc1
  -16, i
[70] COc1ccc(-n2c(=O)c(CCC(=O)NCCc3ccccc3F)nc3ccccc32)cc1
  -6, .
[71] COc1ccc(-c2c(C)nc3c(-c4ccsc4)cnn3c2N)cc1
  -1, i
[72] Cn1cc(CCC(=O)N2CCCC(CCC(=O)NCc3ccc(F)c(F)c3)C2)cn1 (stereo not drawn)
  -17, i
[73] Cn1c(CC(=O)Nc2ccc(F)cc2)c(Sc2ccccc2)c2ccccc21
  -16, i
[74] CN1CCc2c(sc3c2C(=O)NC(c2cccc(OC(=O)c4cccs4)c2)N3)C1 (stereo not drawn)
  -9, i
[75] Cc1occc1C(=O)N/N=C/c1c(O)ccc2ccccc12
  -16, i
[76] COc1ccc(NC(=O)c2csc3c2CCCCC3)c(OC)c1
  -28, i
[77] Cc1ccc2nc(Cl)c(/C=C/C(=O)c3ccco3)cc2c1
  -37, i
[78] O=C(Nc1cccc2cccnc12)c1cccc(N2C(=O)CCC2=O)c1
  46*, i
[79] COC(=O)C1CC(c2c(OC)cc(OC)cc2OC)=NO1 (stereo not drawn)
  -14, i
[80] Cc1onc(-c2ccccc2)c1C(=O)N/N=C/c1ccco1
  16, i
[81] Cc1ccc(S(=O)(=O)N2CCCCC2C)cc1[N+](=O)[O-] (stereo not drawn)
  -9, i
[82] O=C(Nc1ccccc1)N1CCC(C(=O)N2CCN(c3ccccc3F)CC2)CC1
  -19, i
[83] CC1CCC(NC(=O)CN2C(=O)c3ccccc3S2(=O)=O)CC1 (stereo not drawn)
  4, .
[84] CN(C)c1ccc(CNC(=O)CN(C)S(=O)(=O)c2cccc3cccnc23)cc1
  -13, i
[85] CCOCc1nnc(NC(=O)CCC2CCCCC2)s1
  -12, i
[86] CCOc1ccccc1NS(=O)(=O)c1ccc2c(c1)n(C)c(=O)c(=O)n2C
  -26, i
[87] CCC(C)C(NC(=O)C1CCC(C)CC1)C(=O)NCc1ccco1 (stereo not drawn)
  -14, i
[88] NC(=O)N/N=C/c1ccccc1OCc1cccc2ccccc12
  -28, i
[89] CCOc1ccccc1CNS(=O)(=O)c1cnc[nH]1
  -3, i
[90] O=C(CCc1nnc(COc2ccccc2)o1)NCc1ccc(Cl)s1
  -18, i
[91] OC(COCc1cccs1)CN1CCN(c2ccccn2)CC1 (stereo not drawn)
  -17, i
[92] COc1cc2c(cc1OC)C(C(=O)N1CCOCC1)C(c1cccs1)N(C)C2=O (stereo not drawn)
  -11, i
[93] CC(=O)C1=C(N2CCCCC2)CCC1=O
  5, i
[94] O=C(N/C(=C/c1cccc([N+](=O)[O-])c1)C(=O)N1CCCCCC1)c1cccs1
  -37, i
[95] C=CCNC(=O)N1C2=NC(C(=O)OC)=C(C(=O)OC)[C@@H]3N(Cc4ccccc4)c4ccccc4[C@]23C[C@H]1C(=O)OC
  -27, i
[96] COc1cc2c(cc1OC)-c1cc(N3CCCCCC3)nc(=O)n1CC2
  -9, i
[97] CCn1cc(SCC(=O)NCc2ccc3c(c2)OCO3)c2ccccc21
  -7, i
[98] CC(C)c1cc(C(C)C)c(S(=O)(=O)N2CCNCC2)c(C(C)C)c1
  -37, i
[99] COc1ccc(C(=O)NCCc2ccccc2F)cc1OC1CCN(C(C)=O)CC1
  -7, i
[100] COC(=O)c1sc(=S)n(Cc2ccccc2)c1C
  -13, i

Compound profiles (already shown). Values in the order: OX1R antagonist | CHT PAM
CCn1cc(SCC(=O)NCc2ccc3c(c2)OCO3)c2ccccc21 is listed as -7 | i
NC(=O)N/N=C/c1ccccc1OCc1cccc2ccccc12 is listed as -28 | i
O=C(CCc1nnc(COc2ccccc2)o1)NCc1ccc(Cl)s1 is listed as -18 | i
Cc1ccc(S(=O)(=O)N2CCCCC2C)cc1[N+](=O)[O-] (stereo not drawn) is listed as -9 | i

(more compounds)
Each structure is followed by: OX1R antagonist, CHT PAM
[101] O=C(NNC(=S)Nc1ccc(Br)cc1)c1ccc(N2CCOCC2)c([N+](=O)[O-])c1
  -10, i
[102] CC(C)(C)NC(=O)C(=O)NNC(=O)c1ccco1
  -12, i
[103] CCN(C(=S)NC(=O)C1CCCC1)C1CCCCC1
  -13, i
[104] Cc1cc(C)c(N(CC(=O)NC(C)(C)C)C(=O)CNC(=O)c2cccs2)c(C)c1
  -28, i
[105] COc1cccc(NC(=O)Cn2nc(Cc3cccnc3)c3ccccc3c2=O)c1
  -10, i
[106] Cc1nnc(N2C(=O)c3ccc(Br)cc3C2=O)s1
  1, i
[107] CCCOc1ccc(-c2nc(N3CCN(CC)CC3)c3ccccc3n2)cc1
  -20, i
[108] CCOC(=O)c1c(NC(=O)c2cc3n(n2)C(C(F)(F)F)CC(c2cccs2)N3)sc(C)c1C (stereo not drawn)
  -25, i
[109] O=c1c2ccccc2nc(-c2ccc(Cl)c(Cl)c2)n1O
  -20, i
[110] Cc1ccc(C2=NOC3(CC(=O)N(c4ccccc4)C3=O)C2)cc1 (stereo not drawn)
  -21, i
[111] O=C(N/N=C/c1ccoc1)c1ccccc1O
  -8, i
[112] CC(=O)N1CCC(N(CCN2CCOCC2)C(=S)Nc2ccc(C)c(C)c2)CC1
  -15, i
[113] COc1ccccc1NS(=O)(=O)c1cccc(C(=O)N2CCN(Cc3ccc4c(c3)OCO4)CC2)c1
  -25, i
[114] CCOC(=O)C(C)N1N=C(/C=C/c2ccc(OC)cc2)CCC1=O (stereo not drawn)
  -5, i
[115] O=C(CCCc1c[nH]c2ccccc12)NCc1ccccc1C(F)(F)F
  -11, i
[116] CNC(=O)N(O)C1N(/N=C/c2cc(Br)ccc2O)C(=S)SC1(C)C (stereo not drawn)
  -13, i
[117] O=C(Cn1nnc(-c2ccccc2)n1)N=Nc1c(O)[nH]c2ccccc12
  -9, i
[118] COc1cccc(NC(=O)NCc2ccccc2Cl)c1
  -8, i
[119] CC1CN(C(=O)COC(=O)c2ccc(NC(=O)CC#N)cc2)CC(C)O1 (stereo not drawn)
  -1, i

OX1R antagonist: hit marks shown above
| nr | SMILES | OX1R antagonist |
| --- | --- | --- |
| 78 | O=C(Nc1cccc2cccnc12)c1cccc(N2C(=O)CCC2=O)c1 | 46* |

Screening results: PubChem, several laboratories
